MCF10A rereplic – A quantitative high throughput screen for small molecules that induce DNA re-replication in MCF 10a normal breast cells | AID 624296, 2012 | MCF 10A DNA re-replication, Hoechst nuclear intensity, 48 h | 2.9% of 350,000 active | Potency, µM (top dose mostly 46.1 µM), for inactives: at the top dose activity, positive = re-replication, actives largely listed as activators; further: potency means the concentration at half of the fitted maximal effect; % of control where 0% means no effect; nearly all actives have a fitted effect of over 50% in size
HT1080 IDH1KD tx – qHTS for induction of synthetic lethality in tumor cells producing 2HG: qHTS for the HT-1080-IDH1KD cell line | HT-1080 IDH1 knockdown viability, ATP luminescence, 48 h | Potency, µM (top dose mostly 46.1 µM), for the others: at the highest dose activity, negative = toxicity, hits mostly cytotoxic | 2% of 360,000 active;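 further: potency means the concentration at half of the fitted maximal effect; 0% = DMSO wells and -100% = cell-free medium wells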
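After a 2 h attachment period, IDH1KD HT-1080 cells took pin-transferred compound for 48 h at 37 °C; ATP-based luminescence after 10 min room-temperature reagent incubation reported viability.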
IL1B secr inh – qHTS for Inhibitors of Inflammasome Signaling: IL-1-beta AlphaLISA Primary Screen. THP-1 LPS/ATP IL-1B secretion, AlphaLISA, 16 h; active compounds read low. activity change, % at 57.5 µM. 4.7% of 360,000 active. AID 743279, 2014; in the data active means activity change below about -50%; inconclusive means mostly about -30% to -49%; further: on the % scale 0 is the no-effect control and ±100 the full control effect
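THP-1 cells pretreated 1 hr with compounds (up to 57.5 uM final), then stimulated with LPS (250 ng/mL final) plus ATP (1.25 mM final); secreted IL-1B measured by AlphaLISA after 16 hr, decreased signal indicating inhibition.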
ATXN2 expr inh – Primary qHTS for Inhibitors of ATXN expression; HEK-293 ATXN2-luciferase reporter, luminescence, 24 h; Potency, µM (titrated, usually from 57 µM), for inactives: at the top dose activity change, negative = inhibition, most hits filed as inhibitors; 0.72% of 360,000 active; further: potency means the concentration at half of the fitted maximal effect; on the % scale 0 is the no-effect control and ±100 the full control effect; nearly all actives have a fitted effect of over 55% in size
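qHTS (up to 57 uM final) was run with 24 h compound exposure of reporter cells at 37 °C. Each well was multiplexed: SteadyGlo luminescence measured ATXN2-luciferase expression after a fluorogenic Gly-Phe-AFC viability readout (25 uM final).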
HT1080-NT tox – qHTS for induction of synthetic lethality in tumor cells producing 2HG: qHTS for the HT-1080-NT fibrosarcoma cell line; HT-1080-NT fibrosarcoma viability, CellTiter-Glo ATP luminescence, 48 h; Potency, µM (titrated, usually from 46.1 µM), without a hit: top-dose activity, negative = less viability, usual class: cytotoxic; AID 686970, 2013; 1.6% of 360,000 active;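 further: NT is the 2HG producing partner of a matched IDH1 knockdown line; potency means the concentration at half of the fitted maximal effect; 0% = DMSO-treated cells and -100% = media-only wells without cells; nearly all actives have a fitted effect of over 55% in size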
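Compounds were tested in concentration-response format on HT-1080-NT cells for 48 hours at 37 degrees C. Cell viability came from CellTiter-Glo luminescence; curves were classified by r2, response magnitude and activity.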
SW480 rerep – A quantitative high throughput screen for small molecules that induce DNA re-replication in SW480 colon adenocarcinoma cells | SW480 DNA re-replication, Hoechst DNA content imaging, 48 h | 1.8% of 340,000 active | AID 624297, 2012 | Potency, µM (doses to about 46.1 µM), for the others: top-dose re-replication activation, actives largely listed as activators; further: potency means the concentration at half of the fitted maximal effect; % of control where 0% means no effect; nearly all actives have a fitted effect of over 55% in size
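Cells (250 per well) received 23 nL compound or DMSO by pin tool and were kept 48 hr at 37 C, 5% CO2. Nuclei were then stained with Hoechst for 40 min and scanned for DNA content.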
WRN helicase inh – qHTS for Inhibitors of WRN Helicase | Bifunctional 3'-5' exonuclease/ATP-dependent helicase WRN (Homo sapiens), Q14191 | WRN helicase unwinding, fluorescent forked duplex, kinetic | Potency, µM (series often up to 114 µM), for inactives: at the highest dose activity change, negative = inhibition, most hits filed as inhibitors | 0.46% of 360,000 active | AID 651768, 2012; further: potency means the concentration at half of the fitted maximal effect; on the % scale 0 is the no-effect control and ±100 the full control effect; nearly all actives have a fitted effect of over 55% in size
Target sequence (Q14191 whole entry, looked up): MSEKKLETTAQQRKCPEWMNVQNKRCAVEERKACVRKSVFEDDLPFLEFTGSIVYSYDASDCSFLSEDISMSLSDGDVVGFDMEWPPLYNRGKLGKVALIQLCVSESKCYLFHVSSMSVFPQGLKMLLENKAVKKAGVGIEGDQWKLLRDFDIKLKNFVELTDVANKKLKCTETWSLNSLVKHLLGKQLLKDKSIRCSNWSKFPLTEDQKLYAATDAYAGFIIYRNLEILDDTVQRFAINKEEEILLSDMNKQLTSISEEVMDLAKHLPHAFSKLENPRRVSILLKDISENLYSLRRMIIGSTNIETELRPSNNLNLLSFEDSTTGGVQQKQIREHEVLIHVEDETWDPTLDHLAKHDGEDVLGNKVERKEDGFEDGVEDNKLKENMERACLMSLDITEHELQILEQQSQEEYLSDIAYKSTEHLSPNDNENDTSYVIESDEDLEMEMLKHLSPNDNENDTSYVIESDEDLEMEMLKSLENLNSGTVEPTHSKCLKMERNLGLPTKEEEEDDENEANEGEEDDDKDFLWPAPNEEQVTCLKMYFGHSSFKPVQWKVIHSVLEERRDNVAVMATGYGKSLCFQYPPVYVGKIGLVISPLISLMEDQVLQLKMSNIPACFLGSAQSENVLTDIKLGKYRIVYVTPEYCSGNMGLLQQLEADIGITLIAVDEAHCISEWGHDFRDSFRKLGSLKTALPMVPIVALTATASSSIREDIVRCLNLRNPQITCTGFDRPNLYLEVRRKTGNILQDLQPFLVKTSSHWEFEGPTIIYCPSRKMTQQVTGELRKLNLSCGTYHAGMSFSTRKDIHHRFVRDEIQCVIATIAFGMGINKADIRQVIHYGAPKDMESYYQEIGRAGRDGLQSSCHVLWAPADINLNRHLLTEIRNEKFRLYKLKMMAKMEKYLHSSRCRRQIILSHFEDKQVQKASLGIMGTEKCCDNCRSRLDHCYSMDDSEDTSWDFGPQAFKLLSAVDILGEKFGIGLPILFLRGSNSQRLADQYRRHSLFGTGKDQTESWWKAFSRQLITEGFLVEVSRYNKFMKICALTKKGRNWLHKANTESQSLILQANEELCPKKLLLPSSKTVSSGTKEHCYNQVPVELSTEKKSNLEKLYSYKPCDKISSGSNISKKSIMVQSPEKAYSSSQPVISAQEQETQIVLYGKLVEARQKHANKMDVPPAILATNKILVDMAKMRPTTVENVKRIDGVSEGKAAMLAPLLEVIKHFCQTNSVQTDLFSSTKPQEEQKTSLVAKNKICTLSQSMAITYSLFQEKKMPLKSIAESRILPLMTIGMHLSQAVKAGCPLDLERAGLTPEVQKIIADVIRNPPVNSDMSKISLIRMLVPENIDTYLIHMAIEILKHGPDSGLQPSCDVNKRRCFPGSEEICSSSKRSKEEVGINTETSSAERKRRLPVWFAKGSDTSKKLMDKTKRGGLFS
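Screening of the MLSMR collection measured strand separation of a quenched forked DNA duplex (100 nM) by 20 nM WRN with 2 mM ATP, all final. Compounds were preincubated with enzyme 15 min at room temperature.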
KB-V1 MDR tox – qHTS assay for MDR1-selective chemotherapeutics: Primary screen using the drug-selected MDR subline cells KB-V1; Potency, µM (titrated, usually from 46.1 µM), for inactives: at the top dose activity change, negative = cytotoxicity, actives largely listed as cytotoxic; KB-V1 MDR cells viability, CellTiter-Glo, 72 h; 3.4% of 400,000 active; further: potency means the concentration at half of the fitted maximal effect; on the % scale 0 is the no-effect control and ±100 the full control effect; nearly all actives have a fitted effect of over 60% in size
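Following 72 h at 37 degrees C with compound, KB-V1 cell viability was read by CellTiter-Glo luminescence, medium being phenol-red-free DMEM plus 10% FBS; concentration-response parameters came from normalized, curve-fitted qHTS data.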
KB-3-1 tox – qHTS assay for MDR1-selective chemotherapeutics: Primary screen using the parental adenocarcinoma cell KB-3-1; KB-3-1 viability, CellTiter-Glo ATP luminescence, 72 h; Potency, µM (series often up to 46.1 µM), for the others: at the top dose activity change, negative = cytotoxic, hits mostly cytotoxic; 1.4% of 400,000 active; further: potency means the concentration at half of the fitted maximal effect; on the % scale 0 is the no-effect control and ±100 the full control effect; nearly all actives have a fitted effect of over 60% in size
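Parental KB-3-1 adenocarcinoma cells in phenol-red-free DMEM with 10% FBS were pin-treated with compounds at several concentrations, incubated 72 h at 37 °C, and viability read by CellTiter-Glo luminescence; concentration-effect curves were fitted after normalization.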
Active calls of the source: *; ? = inconclusive; / = no result given; & = joins results of further samples; [ ] = another dose, or the depositor's remark. Unless noted, the call rests on the fitted dose curve; in most records, active means well fitted curve in the direction sought with a large enough effect; inconclusive means small, poorly fitted or top-dose-only effect, or another doubt; inactive means no such curve, though single readings can be large; an effect the other way counts as inactive or inconclusive.

SMILES	MCF10A rereplic	HT1080 IDH1KD tx	IL1B secr inh	ATXN2 expr inh	HT1080-NT tox	SW480 rerep	WRN helicase inh	KB-V1 MDR tox	KB-3-1 tox
S=c1[nH]nc(CSCCOc2ccc(Cl)cc2Cl)o1	2.2%	-2.9%	-5.1	9.0%	-3.4%	20.0%	-26.2%	?	-19.4%
Cc1ccc(S(=O)(=O)NCCSc2nnnn2-c2ccccc2)cc1	35.5%	-2.9%	3.7	4.6%&-12.9%	-21.4%	3.6%	-8.8%	?	-11.1%&0.0%
Cc1cccc(N(C(=O)c2snc(C(N)=O)c2N)C(C(=O)NCC2CCCO2)c2cccs2)c1 (centres undefined)	?	-2.3%	13.1	/	-2.1%	-10.1%	-3.7%	14.8%	-60.2%
O=C(c1ccc(CNS(=O)(=O)c2ccc(Br)cc2)cc1)N1CCCCC1	9.8%	-3.2%	21.2	-13.0%	-1.1%	15.9%	7.1%	-19.6%	-3.7%
Cc1noc(C)c1Cc1c(Cl)cccc1Cl	1.3%	0.3%	0.0	-3.0%	3.3%	-0.4%	-5.5%	21.8%	8.5%
CCCCOc1ccc(C(=O)NCC(=O)N(C)CC(=O)Nc2ccc(N3CCOCC3)cc2)cc1	?	-18.7%	7.4	0.9%	-13.9%	-12.4%	8.3%	-22.3%	-19.9%
CCC(NS(=O)(=O)c1ccc(C)cc1)C(=O)N1CCC2(O)CCCCC2C1 (centres undefined)	4.7%	-0.8%[9.24 µM]	-5.8	0.0%	-4.2%	-8.8%	-4.8%	?	5.8%
Cc1cc(N2CCN(C)CC2)nc2ccc(NC(=O)CCC(=O)N3CCN(c4ccc([N+](=O)[O-])cc4)CC3)cc12	18.4µM*	16.4µM*	-21.8	-23.0%	20.6µM*	?	-13.2%	3.2%	-23.5%
COc1cccc(C(=O)OCC(=O)Nc2ccccc2N2CCOCC2)c1	-0.7%	11.4%	2.3	5.0%	8.2%	-9.8%	9.0%	-0.5%	4.3%
Cc1cc(C)c(C)c(S(=O)(=O)NCC(=O)Nc2sc3c(c2C(N)=O)CCCC3)c1C	?	-7.5%	-0.7	21.4%	-0.3%	?	-9.5%	4.1%	0.8%
NC(=O)/C(=C\c1ccccc1)NC(=O)/C=C/c1ccccc1	1.1%	14.3%	10.8	2.2%	11.0%	?	1.8%	-2.2%	6.1%
CC1(C)CC(=O)C=C(NNC(=O)c2ccccc2)C1	-7.9%	0.0%	-18.4	-1.7%	15.1%	-2.1%	5.2%	?	-5.3%
CCOC(=O)Cn1c(=O)c(F)cn(Cc2ccc(OC)c([N+](=O)[O-])c2)c1=O	-3.8%	20.4%	21.1	5.8%	?	-7.4%	0.8%	-1.8%	-1.0%
CCOCCCNC(=O)c1ccc(-n2c(=S)[nH]c3ccccc3c2=O)cc1	-0.4%	14.0%	-4.7	-3.8%	7.6%	0.1%	-0.6%	1.7%	7.7%
CSC1=NC(C)(C)C=C(/C=C/c2ccc(Cl)cc2Cl)N1	?	?	-104.9*	-30.1%	?	14.6µM*	-8.7%	-20.9%	?
C[C@H](CO)N1C[C@H](C)[C@@H](CN(C)C(=O)c2ccc3ccn(C)c3c2)OCc2cnnn2CCCC1=O	/	7.2%	13.4	4.9%	-6.1%	/	-3.1%	12.9%	8.6%
Cc1cccc(-c2noc(CCC(=O)NCC3CCCO3)n2)c1 (centres undefined)	2.2%	-2.2%	15.7	2.7%	0.5%	-3.4%	3.2%	5.6%	-6.5%
Cc1ncoc1C(=O)NCCC(c1ccccc1)c1ccccc1	5.0%	-15.3%	16.0	/	-0.1%	-3.6%	-4.5%	?	-17.2%
COc1ccccc1/C=C/C=N/NC(=O)c1ccncc1	-23.1%	-6.0%	-24.7	1.4%	7.1%	-18.1%	-5.6%	25.3%	6.8%
CCCn1nnnc1NC(=O)COc1ccc(CC)cc1	1.3%	1.2%	-4.4	-21.7%	7.8%	2.9%	-17.8%	12.9%	12.6%
CCOC(=O)c1nnc(-c2ccc(C)cc2)nc1Sc1ccc(Cl)cc1	-1.8%	-0.7%	4.9	-9.4%	4.3%	-6.7%	-22.0%	4.3%	-16.0%
CNS(=O)(=O)c1ccc(NC(=O)c2csc(C)c2)cc1	-61.6%[inhibitor]	-2.0%	-18.5	13.7%	0.9%	-10.5%	8.2%	21.1%	7.2%
CS(=O)(=O)N1CCN(C(=O)c2ccncc2)CC1	-4.8%	8.8%	18.0	3.4%	5.4%	1.0%	-3.6%	20.4%	10.8%
CCC[C@@H](CN[C@@H](CNC)C(C)C)NCCCCc1ccccc1	18.2%	?	-14.6	?	?	7.6%	-0.8%	?	?
CN(C(=O)COc1ncnc2sccc12)C1CCCCC1	-2.9%	-0.5%	-1.4	10.3%	1.0%	-13.8%	-4.1%	9.2%	9.4%
Cc1ccc(C(=O)OCC(=O)NC(=O)c2cccn2C)cc1	-6.4%	9.7%	-5.9	5.2%	4.0%	-6.9%	-0.6%	-2.0%	-22.4%
O=C(O)c1ccc(NC(=O)c2cn(-c3ccccc3)nc2-c2ccccc2)cc1	-8.5%	-15.6%	37.1	62.4%[activator]	-12.3%	-5.0%	-1.5%	-9.4%	-8.7%
CC1CCN(C(=O)Oc2ccccc2)CC1	-5.8%	20.6%	-5.3	-18.7%	-4.2%	-20.8%	-8.9%	2.3%	-9.7%
CNS(=O)(=O)c1ccc(NC(=O)C2c3ccccc3Oc3ccccc32)cc1	1.0%	-22.1%	9.5	?	-6.8%	-24.1%	0.1%	-1.6%	-22.0%
CC1CCN(C(=O)CSc2nnc3ccccn23)CC1	-5.1%	-4.4%	-26.3	16.8%	0.5%	?	4.2%	?	-6.6%
COc1ccc(N2CCN(C(=O)c3ccc(Br)cc3)CC2)c([N+](=O)[O-])c1	-3.3%	9.6%	-18.4	24.3%	15.5%	3.8%	-11.9%	?	2.0%
CCC(CO)NCc1ccc(OCC(O)c2ccccc2)c(OC)c1 (centres undefined)	26.9%	6.3%	1.5	-22.0%	3.2%	-22.8%	-1.6%	23.7%	-1.6%
COc1ccccc1-n1ccnc1SCC(=O)NCC1CCCO1 (centres undefined)	-5.1%	6.1%	4.0	-12.1%	-0.5%	3.6%	19.6%	15.3%	-0.2%
COc1ccc(C(=O)N/N=C(\N)c2cc3ccccc3oc2=O)cc1	3.8%	0.2%	-6.6	-4.5%	1.4%	-23.0%	0.0%	12.6%	0.0%
Cc1ccc(S(=O)(=O)Nc2cc3c4c(c2)CCN4C(=O)CC3)cc1	?	-13.0%	-1.1	13.0%	-0.4%	3.2%	-14.4%	?	-2.7%
CC1CCCN(C(=O)c2ccc(S(=O)(=O)Nc3ccccc3Cl)cc2)C1 (centres undefined)	7.4%	-2.0%	9.7	-3.0%	-4.5%	1.3%	2.3%	?	-6.7%
COc1ccc(S(=O)(=O)NCC2CCCN(Cc3cccc(C(C)=O)c3)C2)cc1 (centres undefined)	?	-2.0%	-2.6	10.2%	12.2%	-1.2%	2.2%	-5.8%	15.7%
Cc1ccc(Nc2c3c(nc4ccccc24)CCC3)cc1	?	?	/	-34.8%	?	-4.2%	11.2%	5.8µM*	-4.3%
Cc1ccc(NS(=O)(=O)c2cc(C(=O)NCc3cccnc3)ccc2C)cc1	-5.9%	1.9%	0.0	0.8%	-2.1%	-1.4%	-13.5%	?	-7.4%
COc1ccc(CCc2nnc(CCC(=O)NCC3CCCO3)o2)cc1 (centres undefined)	3.0%	12.7%	14.1	0.1%	-1.3%	17.1%	-7.3%	14.9%	3.3%
CCN1Cc2ccccc2-c2ccccc2S1(=O)=O	-11.4%	1.8%	-1.2	3.1%	8.6%	16.9%	6.3%	-7.8%	1.4%
Cc1nc([N+](=O)[O-])cn1CC(=O)c1ccccc1	3.2%	9.1%	17.9	-4.3%	11.3%	4.3%	2.7%	14.9%	-1.0%
CCCCCCCCCSc1n[nH]c(N)n1	5.2%	-3.0%	-12.4	2.4%	-2.1%	3.2%	-3.6%	4.0%	5.8%
CCC(C)c1ccc(Nc2ncccc2C#N)cc1 (centres undefined)	-3.3%	-13.5%	0.0	34.4%	-4.9%	1.3%	-5.1%	-6.5%	-2.2%
CCCNc1nc(C)cc(-c2cc(C(=O)NC3CCCC3)on2)n1	3.2%	-3.1%	-1.7	-4.1%	-5.0%	-104.7%[inhibitor]	1.0%	-14.5%	-7.2%
CCOC(=O)c1c(C)[nH]c(C(=O)CN2C(=O)NC(C)(c3ccc(C)cc3)C2=O)c1C (centres undefined)	11.8%	-24.7%	-7.9	2.5%	-26.1%	-8.5%	-8.1%	?	?
COC(=O)C1=C(C)N(C)C(=O)/C1=C\c1cccs1	15.8%	-3.4%	-16.5	-7.2%	0.0%	6.7%	-7.2%	?	-1.4%

3 compounds from above, sorted by formula weight, low to high:
SMILES	MCF10A rereplic	HT1080 IDH1KD tx	IL1B secr inh	ATXN2 expr inh	HT1080-NT tox	SW480 rerep	WRN helicase inh	KB-V1 MDR tox	KB-3-1 tox
COC(=O)C1=C(C)N(C)C(=O)/C1=C\c1cccs1	15.8%	-3.4%	-16.5	-7.2%	0.0%	6.7%	-7.2%	?	-1.4%
CCN1Cc2ccccc2-c2ccccc2S1(=O)=O	-11.4%	1.8%	-1.2	3.1%	8.6%	16.9%	6.3%	-7.8%	1.4%
CCCNc1nc(C)cc(-c2cc(C(=O)NC3CCCC3)on2)n1	3.2%	-3.1%	-1.7	-4.1%	-5.0%	-104.7%[inhibitor]	1.0%	-14.5%	-7.2%

Source: PubChem BioAssay
